PTHR1 ag: PTHR1 (human) receptor agonism; Q03431; HEK293 GP2 PTHR1 cells, GloSensor cAMP luminescence, 1 h; Potency, µM (series often up to 115 µM), without a hit: at the highest dose activation, hits mostly activators; 0.075% of 410,000 active; also: potency is read from the fitted curve at half-maximal effect; nearly all actives have a fitted effect of over 55% in size; some results filed as inactive show a strong effect at the top dose; inactives centre near -15; many of its hits are not listed in these tables
Target sequence (Q03431 whole entry, looked up): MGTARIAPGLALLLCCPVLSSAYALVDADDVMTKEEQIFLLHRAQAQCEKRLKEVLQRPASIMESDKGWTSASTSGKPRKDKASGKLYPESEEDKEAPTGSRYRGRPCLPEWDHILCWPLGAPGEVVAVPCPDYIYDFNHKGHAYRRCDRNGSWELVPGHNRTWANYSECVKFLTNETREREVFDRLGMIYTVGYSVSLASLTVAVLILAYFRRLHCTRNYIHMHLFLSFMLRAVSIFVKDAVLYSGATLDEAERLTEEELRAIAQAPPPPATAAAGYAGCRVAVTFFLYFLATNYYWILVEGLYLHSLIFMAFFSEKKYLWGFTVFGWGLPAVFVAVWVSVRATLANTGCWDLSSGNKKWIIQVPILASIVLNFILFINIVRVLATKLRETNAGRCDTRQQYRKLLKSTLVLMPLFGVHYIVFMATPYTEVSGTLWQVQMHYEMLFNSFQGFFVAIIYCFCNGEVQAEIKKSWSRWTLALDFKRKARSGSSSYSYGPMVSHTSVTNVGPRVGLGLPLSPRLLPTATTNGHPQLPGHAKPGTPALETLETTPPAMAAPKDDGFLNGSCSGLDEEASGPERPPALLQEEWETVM
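HEK-293-derived GP2 cells expressing PTHR1 and a GloSensor cAMP reporter, 3,000/well, plated overnight, given luciferin plus IBMX (each 0.5 mM as added) for 1 h at 37 °C, then compound for 1 h at 37 °C. Luminescence was read after 15 min at room temperature.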
FUS suppressor: suppressors of FUS proteinopathy in yeast; S. cerevisiae FUS-expressing, growth rescue, OD600, 24 h; Potency, µM (top dose mostly 76.6 µM), for the others: top-dose growth rescue (activation), hits mostly activators; 0.24% of 390,000 active;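 also: potency is read from the fitted curve at half-maximal effect; plate controls were DMSO vehicle for no effect and reference control for full effect; nearly all actives have a fitted effect of over 55% in size; some results filed as inactive show a strong effect at the top dose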
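FUS-expressing yeast, raffinose-pregrown, induced in 2% galactose minimal medium at OD 0.005; compounds in a dilution series, 24hr at 30C. Growth restoration read as absorbance at 600 nm. CP55940 positive control, DMSO negative.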
aSyn rescue: inhibitors of alpha-synuclein toxicity in yeast | Yeast expressing alpha-synuclein, growth rescue, BacTiter-Glo, 24 h | Potency, µM (top dose mostly 46.1 µM), for inactives: top-dose growth rescue (activation), usual class: activators | 0.14% of 370,000 active | AID 652106; also: potency is read from the fitted curve at half-maximal effect; % of control where 0% means no effect; nearly all actives have a fitted effect of over 65% in size
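Galactose-induced alpha-syn yeast (OD600=0.02, raffinose-pregrown) + pinned cpd, 24 hr, 30 deg C; growth by BacTiter-Glo luminescence. Growth restoration scores as activation.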
GLP-1R inv ag: inverse agonists of human GLP-1 receptor; AID 624417; Potency, µM (top dose mostly 38.3 µM), inactives show at the top dose activity change, negative = inhibition, actives largely listed as inhibitors; HEK293 GLP-1R CRE-luciferase, luminescence, 24 h; GLP-1R form is constitutively active; 1.6% of 410,000 active; also: potency is read from the fitted curve at half-maximal effect; % is scaled to controls: 0 for no effect and ±100 for the full control effect; nearly all actives have a fitted effect of over 55% in size
Target sequence (P43220 whole entry, looked up): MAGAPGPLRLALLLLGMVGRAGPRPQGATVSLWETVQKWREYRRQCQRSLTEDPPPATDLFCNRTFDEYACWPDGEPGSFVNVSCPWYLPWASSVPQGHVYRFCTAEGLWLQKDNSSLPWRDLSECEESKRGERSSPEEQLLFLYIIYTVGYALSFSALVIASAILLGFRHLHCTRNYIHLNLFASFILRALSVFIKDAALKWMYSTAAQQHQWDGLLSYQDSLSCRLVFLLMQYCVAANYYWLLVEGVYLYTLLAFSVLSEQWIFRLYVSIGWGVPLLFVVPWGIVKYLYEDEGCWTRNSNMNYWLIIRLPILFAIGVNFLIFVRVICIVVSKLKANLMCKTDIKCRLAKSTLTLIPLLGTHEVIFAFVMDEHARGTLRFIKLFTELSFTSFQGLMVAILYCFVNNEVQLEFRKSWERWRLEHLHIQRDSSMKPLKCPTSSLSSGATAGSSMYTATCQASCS
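GLP-1R inverse agonism mode: basal reporter luminescence in engineered HEK293 cells measured after one day of compound exposure at 37 deg C, with a 12 min room-temperature detection step.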
GLP1R ag: agonists of human GLP-1 receptor; HEK293 GLP-1R CRE-luciferase, luminescence, 4-6 h; cells express a hypersensitive GLP-1R form; P43220; 0.007% of 380,000 active; AID 624172; Potency, µM (series often up to 45.6 µM), inactives show at the top dose activation, hits mostly activators; also: potency is read from the fitted curve at half-maximal effect; % of control where 0% means no effect
Akt phos inh: Akt phosphorylation inhibition; 0.32% of 360,000 active; activity change, % for hits at 50 µM; Neuro2A IGF-stimulated pAkt S473 HTRF, 20 min; stronger effect = lower value; in the data active = activity change below about -80%; inconclusive = mostly about -51% to -80%; also: % is scaled to controls: 0 for no effect and ±100 for the full control effect
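Single-point screen (50 µM final compound) in Neuro2A cells stimulated 20 min with 6 nM IGF at 37 deg C. After lysis, Ser473-phosphorylated Akt read by HTRF (ex 330 nm, em 615/665 nm) as the 665/615 ratio.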
TDP-43 yeast inh: inhibitors of TDP-43 toxicity in yeast | TDP-43 expressing yeast growth rescue, BacTiter-Glo, 24 h | Potency, µM (series often up to 46.1 µM), for inactives: top-dose growth rescue (activation), usual class: activators | 1.8% of 410,000 active | AID 652104; also: potency is read from the fitted curve at half-maximal effect; % of control where 0% means no effect; nearly all actives have a fitted effect of over 50% in size
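Growth rescue of TDP-43-toxic yeast measured as ATP luminescence (BacTiter-Glo). Cells grown to mid-log in raffinose, induced in galactose at OD600=0.02, exposed to compound 24 hr at 30 deg C.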
DRD3 antagonist: antagonists of human D3 dopamine receptor; D3R cells, DiscoveRx beta-arrestin luminescence, antagonist mode; stronger effect = lower value; max response, negative = inhibition, %; 2.5% of 360,000 active; in the data active = max response below about -50%; inconclusive = no clear call, values can overlap the other calls; also: % is scaled to controls: 0 for no effect and ±100 for the full control effect; mostly tested at two doses, the higher about 12 µM
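Cells plated overnight at 1500 cells/well, then exposed to library compounds with dopamine controls for 90 minutes at 37 degrees C. DiscoveRx reagent added for 30–60 minutes at room temperature; luminescence read, quantitative HTS format.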
Abeta rescue: A-beta toxicity reversal in yeast. yeast expressing A-beta42, growth rescue, OD600, 48 h; response scale: 0% DMSO, 100% iron-clioquinol control. Potency, µM (highest dose often 46.1 µM), for the others: at the top dose growth rescue, most hits filed as activators. 0.063% of 410,000 active. AID 1347071; also: potency is read from the fitted curve at half-maximal effect; nearly all actives have a fitted effect of over 55% in size
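Yeast growth medium received pinned compounds, then yeast cells expressing toxic A-beta were added; plates incubated at 30 C for 48 hr. Growth read as absorbance at 600 nm, normalized to DMSO and equimolar FeCl3 plus clioquinol controls.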
* marks the source's active call; other numbers are inactive results; i = inactive; ? = inconclusive; nt = no result given; [ ] = another dose, or the depositor's remark. Unless noted, calls follow the shape of the dose curve; as a rule, active = well fitted curve in the direction sought with a large enough effect; inconclusive = small, poorly fitted or top-dose-only effect, or another doubt; inactive = no such curve, though single readings can be large; an effect the other way counts as inactive or inconclusive. A portion of the library, so the mix of outcomes need not match the whole.

Structure	PTHR1 ag	FUS suppressor	aSyn rescue	GLP-1R inv ag	GLP1R ag	Akt phos inh	TDP-43 yeast inh	DRD3 antagonist	Abeta rescue
Cc1ccc(C)c(S(=O)(=O)NCC(c2ccc(N(C)C)cc2)N2CCOCC2)c1 (stereo unspecified)	i	-4%	nt	12%	nt	nt	12%	nt	-11%
COc1ccccc1C=C1CCc2ccccc2C1=O	-59%[inhibitor]	23%	-7%	-6%	-5%	i	?	13	-21%
Cc1ccc(N(CC(=O)NCc2ccccc2)C(=O)CCC(=O)Nc2ccccn2)cc1	i	2%	3%	-3%	9%	i	11%	10	12%
Cn1nnc2cc(C(=O)Nc3ccccc3)ccc21	i	-42%	-10%	-8%	9%	i	5%	2	4%
CCOCCn1c(=O)c2c(nc3n2CCCN3CCc2ccccc2)n(C)c1=O	-7%	12%	-4%	0%	0%	i	2%	-1	-7%
CCOc1cc(/C=N/Nc2nc3ccccc3[nH]2)cc(Br)c1OCC(=O)N(C)C	-2%	26%	3%	?	-20%	i	8%	1	11%
CCOCCCNCc1c(Cl)cccc1Cl	-5%	-16%	-13%	3%	4%	i	-18%	?	-14%
CCOC(=O)c1c(NC(=O)C(=O)N/N=C/c2ccc(OCC)cc2)sc2c1CCCCC2	-4%	nt	10%	10%	-11%	i	-4%	8	10%
CC[N+](CC)(CC=C(C)C)CC(=O)OC	i	-30%	1%	15%	-3%	i	0%	15	-3%
COC1=CC(=O)C(OC)=C(OC)C1=O	-9%	nt	6%	?	-6%	i	15%	?	-17%
O=C(Cc1ccccc1)Nc1nc(-c2cccc([N+](=O)[O-])c2)cs1	i	-9%	-8%	21%	-8%	i	12%	13	15%
Cc1cc2n(n1)C(c1cccs1)Nc1ccccc1-2 (stereo unspecified)	i	-2%	10%	6%	5%	i	7%	16	6%
COc1cc2[nH]cc(C(=O)NCCc3ccccc3)c(=O)c2cc1OC	i	13%	0%	153%[activator]	?	i	-7%	16	18%
CCCN1CCN(C(=O)C2CCN(c3ncnc4c3nc3n4CCCCC3)CC2)CC1	i	-1%	-3%	4%	-2%	i	-3%	8	-6%
CCCc1cc(=O)oc2cc(OCC(=O)N3CCc4ccccc43)ccc12	-14%[57.5 µM]	-20%	-1%	5%	4%	i	2%	-2	-2%
COCCn1c(C)cc(O)c(C(c2ccc(Cl)cc2)N2CCCCC2)c1=O (stereo unspecified)	-8%	39%	nt	-9%	nt	nt	0%	nt	25%
CCOC(=O)C1=C(CN2CCN(c3cc(C)ccc3C)CC2)NC(=O)NC1c1ccc(Cl)cc1 (stereo unspecified)	-33%	31%	nt	?	nt	nt	2%	nt	16%
Cc1[nH]c2ccccc2c1C(=O)CSc1cccc[n+]1[O-]	0%	3%	-9%	-2%	9%	i	-3%	3	-9%
CC1Oc2ccccc2OC1(O)c1ccccn1 (stereo unspecified)	i	nt	-1%	2%	13%	i	4%	14	0%
COC(=O)CNC(=O)c1cccs1	-21%	13%	-9%	7%	10%	i	-5%	5	13%
COc1ccc(-c2nnc(SCC(=O)c3ccc(NC(C)=O)cc3)o2)cc1OC	20%	18%	nt	4%	nt	nt	-5%	nt	-19%
O=C(NCCCN1CCN(c2cccc(Cl)c2)CC1)c1nnc(Cc2ccc(F)cc2Cl)o1	-16%	5%	nt	13µM*	nt	nt	15%	nt	-32%[inhibitor]
CC1CCN(c2ncnc3c2cnn3Cc2ccc(Cl)cc2)CC1	-87%[inhibitor]	16%	16%	?	16%	i	?	5	-39%[inhibitor]
CCNc1nc(N)nc(Oc2ccc(C(=O)OC)cc2)n1	i	9%	-1%	37%[activator]	-2%	-95%*	15%	-10	17%

Full records as entered above. Order of values: PTHR1 ag, FUS suppressor, aSyn rescue, GLP-1R inv ag, GLP1R ag, Akt phos inh, TDP-43 yeast inh, DRD3 antagonist, Abeta rescue
Entry for CCNc1nc(N)nc(Oc2ccc(C(=O)OC)cc2)n1 : i, 9%, -1%, 37%[activator], -2%, -95%*, 15%, -10, 17%
Entry for CC1CCN(c2ncnc3c2cnn3Cc2ccc(Cl)cc2)CC1 : -87%[inhibitor], 16%, 16%, ?, 16%, i, ?, 5, -39%[inhibitor]

(list continues)
Structure	PTHR1 ag	FUS suppressor	aSyn rescue	GLP-1R inv ag	GLP1R ag	Akt phos inh	TDP-43 yeast inh	DRD3 antagonist	Abeta rescue
COc1ccccc1NC(=O)CCCn1c(=S)[nH]c2ccccc2c1=O	i	-18%	0%	20%	-4%	i	0%	3	-6%
CN(C(=O)C(C)(C)C)C1c2c(ccc3ccccc23)OCC1CO (stereo unspecified)	-39%[inhibitor]	4%	2%	?	7%	i	13%	16	5%
CC(=O)Nc1ccc(OCC(=O)NC(C)C(C)C)cc1 (stereo unspecified)	-5%	-16%	-17%	3%	-12%	i	0%	3	0%
Cc1ccc2nc(NC(=O)c3ccc(Br)o3)sc2c1	-39%[inhibitor]	11%	0%	9%	-2%	i	22%	7	-1%
O=C(COC(=O)c1cc([N+](=O)[O-])ccc1N1CCOCC1)Nc1ccc(Cl)cn1	i	12%	1%	-17%	5%	i	3%	-4	-16%
CCCCN(C(=O)c1ccc(S(=O)(=O)N(CC)CC)cc1)c1c(N)n(CCC)c(=O)[nH]c1=O	-12%	25%	-3%	14%	-1%	i	-17%	-8	-12%
CCCc1nc2c(o1)CC(CC(C)SCC)CC2=O (stereo unspecified)	-3%	-4%	0%	-4%	-1%	i	-7%	0	-3%
CN(C)c1ccc(/C=N/NC(=O)c2ccc3c(c2)OCO3)cc1	-14%	-30%	-12%	?	9%	i	15%	-21	2%
O=C(CSc1nnc(Cc2ccccc2)o1)NCc1ccc2c(c1)OCO2	-24%	3%	0%	-15%	7%	i	14%	-10	-5%
O=C(NCc1cccc(OC(F)(F)F)c1)c1ccc2c(c1)S(=O)(=O)c1cc(Cl)ccc1C2=O	-24%	-18%	3%	-13%	-6%	i	14%	18	-11%
N#Cc1c(NC(=O)c2cc(C3CC3)on2)sc2c1CCC2	-43%[inhibitor]	-8%	0%	?	-6%	i	-5%	-22	-4%
O=C(OCc1nc2ccccc2s1)c1ccc(Br)s1	4%[57.5 µM]	10%	1%	5%	-1%	i	-9%	-7	17%
CCc1nc2c(OCCOc3ccccc3)cccn2c1N(C)C(=O)c1ccccc1F	-6%	8%	-6%	-24%	6%	i	2%	15	13%
O=C1NC(=S)N(C(=O)c2ccc(F)cc2)/C1=C/c1ccccc1	-30%	nt	-1%	?	-17%	i	-9%	4	-16%
COCCNC(=O)CSc1cn(CC(=O)N2CCCCCC2)c2ccccc12	6%	6%	nt	12%	nt	nt	-19%	nt	-20%
Cc1ccc(CNC(=O)C2CCC(CNS(=O)(=O)c3ccc4c(c3)CCCC(=O)N4)CC2)cc1 (stereo unspecified)	i	6%	nt	3%	nt	nt	17%	nt	-18%
CCN1C[C@@H]2[C@@H]3C(=O)N(Cc4ccccc4)C(=O)[C@@H]3[C@](Cc3ccccc3)(C1=O)N2C(=O)c1ccc(C(F)(F)F)cc1	-19%	11%	0%	17%	-3%	i	-14%	-14	-9%
O=C(Nc1ccc2oc(=O)ccc2c1)c1ccc(-c2ccccc2[N+](=O)[O-])o1	i	-2%	1%	-30%	12%	i	-14%	5	-4%
CC(=O)Nc1ccc(S(=O)(=O)NNC(=O)COc2ccc(C(C)(C)C)cc2)cc1	-18%	8%	-1%	6%	?	i	8%	0	6%
COc1ccc(C(=O)Nc2cccc(S(=O)(=O)N3CCCC3)c2)cc1S(=O)(=O)N1CCOCC1	-12%	-2%	-5%	4%	13%	i	-8%	-11	2%
CN(C)C(CNC(=O)CSc1nc2ccccc2c(=O)n1Cc1ccco1)c1ccccc1 (stereo unspecified)	-25%	5%	-2%	?	4%	i	1%	?	-8%
CCCn1nc2ccccc2c1P(=N)(N1CCOCC1)N1CCOCC1	-3%[57.5 µM]	-1%	3%	5%	9%	i	-6%	8	11%
CCOC(=O)c1cnc(SCC(=O)Nc2nnc(CC)s2)nc1N	-10%[57.5 µM]	18%	-1%	0%	-6%	i	-16%	14	9%
Cc1ncsc1C(=O)Nc1cccc(C(F)(F)F)c1	i	17%	-3%	-2%	16%	i	18%	-4	-7%
N#Cc1c(Cc2cccc3ccccc23)nn(CCO)c1N	i	-11%	nt	nt	-5%	nt	nt	nt	-11%
Cc1nnc(NC(=O)c2ccc(S(=O)(=O)N3CCCCC3C)cc2)o1 (stereo unspecified)	18%	39%	?	0%	1%	i	-5%	-17	9%
CC(=O)c1ccc(S(=O)(=O)N2CCC3(CC2)OCCO3)cc1	i	-10%	1%	16%	10%	i	11%	15	nt
O=[N+]([O-])c1cc2c(cc1Br)-c1ccccc1C2	-23%	5%	4%	0%	0%	i	?	27	-9%
COc1ccc(Cc2nc3ccc(S(N)(=O)=O)cc3[nH]2)cc1OC	-11%[57.5 µM]	13%	-4%	5%	-4%	i	-9%	25	8%
CC(C)Cc1nnc(NC(=O)c2cc(-c3ccccc3)nc3ccccc23)s1	i	25%	-3%	-10%	-8%	i	10%	-6	-6%
CC(C)(C)C(=O)CC1(O)C(=O)N(Cc2ccc(Cl)cc2)c2ccccc21 (stereo unspecified)	i	28%	13%	?	9%	i	-5%	27	?

Screening data from PubChem.
